Bioassay records as filed in PubChem BioAssay.
NCOA3 inh = inhibits human SRC3 coactivator. HEK293 GAL4-SRC3 luciferase reporter, luminescence. Q9Y6Q9. 0.17% of 360,000 active. inhibition, % at 3.6 µM;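 active means inhibition above a per-campaign cutoff, the mean of all compounds plus 3 SD, cut at about 60% in these data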;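 further: 0% = DMSO-treated cells and 100% = gossypol-treated cells at 36 µM; higher means less SRC3-driven luciferase light from the GAL4 reporter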
NOD2 RIPK2 PPI = NOD2-RIPK2 protein interaction inhibition; inhibition, % at 4.98 µM; 0.38% of 360,000 active; CHO BLA complementation NOD2-RIPK2, CCF4 ratio; in the data active means inhibition above about 21%;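 further: 0% = vehicle only and 100% = reference blocker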
Target sequence (O43353 whole entry, looked up): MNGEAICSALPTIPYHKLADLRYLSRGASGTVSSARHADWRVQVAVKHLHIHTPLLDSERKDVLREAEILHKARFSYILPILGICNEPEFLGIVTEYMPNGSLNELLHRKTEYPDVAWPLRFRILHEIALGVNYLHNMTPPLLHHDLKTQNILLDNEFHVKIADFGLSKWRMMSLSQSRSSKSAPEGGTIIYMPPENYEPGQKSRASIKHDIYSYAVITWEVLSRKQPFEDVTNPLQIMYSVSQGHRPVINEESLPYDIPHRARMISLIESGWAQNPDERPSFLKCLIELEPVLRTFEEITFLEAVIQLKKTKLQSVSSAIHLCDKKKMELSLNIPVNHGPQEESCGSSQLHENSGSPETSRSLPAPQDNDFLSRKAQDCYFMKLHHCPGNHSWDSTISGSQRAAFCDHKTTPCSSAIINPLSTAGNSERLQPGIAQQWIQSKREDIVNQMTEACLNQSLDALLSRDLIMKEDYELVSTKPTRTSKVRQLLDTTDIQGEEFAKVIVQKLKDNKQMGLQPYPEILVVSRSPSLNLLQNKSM
LRH-1 inv ag = suppresses constitutive activity of human LRH-1; O00482; HEK293T StAR-luciferase reporter, LRH-1 transfected, 24 h; inhibition, % at 3.6 µM; 0.13% of 360,000 active;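 active means inhibition above the mean inhibition of all tested compounds plus 3 SD, cut at about 73% in these data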;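 further: 0% = DMSO wells and 100% = reporter-only cells lacking LRH-1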
Target sequence (O00482 whole entry, looked up): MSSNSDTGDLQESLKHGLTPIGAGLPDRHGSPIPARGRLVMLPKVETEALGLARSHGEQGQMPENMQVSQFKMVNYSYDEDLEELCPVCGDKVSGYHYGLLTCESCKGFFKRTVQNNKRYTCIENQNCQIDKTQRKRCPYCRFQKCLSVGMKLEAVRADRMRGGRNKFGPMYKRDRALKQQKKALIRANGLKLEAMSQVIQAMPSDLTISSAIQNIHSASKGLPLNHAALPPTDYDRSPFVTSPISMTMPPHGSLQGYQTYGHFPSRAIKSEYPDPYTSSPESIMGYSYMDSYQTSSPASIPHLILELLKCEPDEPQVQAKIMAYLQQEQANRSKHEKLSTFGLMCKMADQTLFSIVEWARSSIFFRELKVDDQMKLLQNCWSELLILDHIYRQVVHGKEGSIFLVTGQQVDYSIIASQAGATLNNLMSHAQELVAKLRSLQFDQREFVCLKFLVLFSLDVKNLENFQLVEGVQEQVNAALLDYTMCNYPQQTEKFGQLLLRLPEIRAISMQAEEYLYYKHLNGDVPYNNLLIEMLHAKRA
TROY NFkB inh = TROY signaling inhibition. AID 1347056. Q293 LMP1-TROYcd NF-kB luciferase reporter, 4 h. 0.98% of 360,000 active. inhibition, % at 10 µM;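 active means compounds whose plate-normalised and pattern-corrected inhibition of the luciferase reporter signal at the single screening dose is 50% or more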
TWEAK Fn14 block = inhibitors of TWEAK-Fn14 interaction signaling; TWEAK-stimulated Fn14 reporter cells, luciferase luminescence, 8 h; inhibition, % at 10 µM; 2% of 360,000 active; AID 1159606; in the data active means inhibition above about 50%
C8 TRAIL sens = sensitizes caspase-8 expressing cells to TRAIL; 1% of 360,000 active; NB7+C8 cells + TRAIL, ATPlite viability luminescence; AID 624354; inhibition (viability loss, TRAIL sensitization), % at 10 µM;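 active means compounds causing at least 50% loss of cell viability in the single-dose screen, relative to plate controls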
SRC1 inh = human NCOA1 inhibition | Q15788 | HEK293 GAL4-SRC1 luciferase reporter, luminescence | inhibition, % at 3.6 µM | 0.12% of 360,000 active;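 active means inhibition above the campaign mean plus 3 SD, with each screening campaign given its own cutoff, cut at about 60% in these data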;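 further: 0% = DMSO treated cells and 100% = gossypol at 36 µM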
SRC2 inh = human SRC2 (NCOA2) inhibition | HEK293 GAL4-SRC2 luciferase reporter, luminescence | inhibition, % at 9 µM | 0.17% of 370,000 active | AID 651957;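 active means inhibition above the mean inhibition of all tested compounds plus 3 SD, set per campaign, cut at about 52% in these data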;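 further: 0% = DMSO treated cells and 100% = cells given Gossypol at 36 µM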
LMP1 NFkB inh = reduces LMP1-driven NF-kappaB luciferase signal; 0.69% of 350,000 active; AID 504558; inhibition, % at 12.5 µM; LMP1-induced NF-kappaB luciferase reporter cells, luminescence; in the data active means inhibition above about 41%;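 further: 0% = neutral control wells and 100% = reference inhibitor control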
NR2F2 inh = inhibitors of human COUP-TFII (NR2F2); P24468; HEK293T NGFI-A luciferase reporter, luminescence; inhibition, % at 8.6 µM; 0.7% of 370,000 active;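 active means inhibition above a per-plate cutoff, mean inhibition of test wells between control levels plus 3 SD, cut at about 38% in these data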;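 further: cells cotransfected with COUP-TFII expression vector driving the NGFI-A reporter; 0% = median of COUP-TF2 test wells and 100% = reporter-only cells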
TLR9-MyD88 inh = blocks human TLR9 binding to MyD88; Q9NR96+Q99836; CHO BLA complementation TLR9-MyD88, CCF4 FRET ratio; inhibition, % at 4.98 µM; 0.21% of 340,000 active; AID 504734;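 active means inhibition above the mean over all tested compounds plus 3 SD, cut at about 21% in these data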;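 further: 0% = DMSO only wells and 100% = clavulanate BLA inhibitor control wells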
Numbers without * were called inactive; . = not tested or not shown. Only part of the results is shown. The share of hits here may be higher or lower than overall.

SMILES	NCOA3 inh	NOD2 RIPK2 PPI	LRH-1 inv ag	TROY NFkB inh	TWEAK Fn14 block	C8 TRAIL sens	SRC1 inh	SRC2 inh	LMP1 NFkB inh	NR2F2 inh	TLR9-MyD88 inh
CN(C)CC1CCCCC1C1(O)c2ccccc2CSc2sccc21 (configuration not stated)	-8	2	17	-9	-13	6	13	11	-1	-29	0
Cc1ccc(NC(=O)Nc2cccc(Cl)c2)c(C(=O)O)c1	-5	5	-16	-43	-36	-2	-24	5	-2	-1	-4
CCOC(=O)c1ccc(NC(=O)c2nc[nH]c2C(=O)NCCCNC(=O)c2[nH]cnc2C(=O)Nc2ccc(C(=O)OCC)cc2)cc1	5	-7	-14	3	3	1	-4	0	1	-2	-1
CC(=O)Oc1cc(C(=O)OCC(=O)N2CCc3ccccc3C2)cc(OC(C)=O)c1OC(C)=O	-35	-5	-7	-78	-38	14	-2	5	2	-6	-2
Cc1ccc(/C=C2\SC(=S)N(c3cccnc3)C2=O)o1	-9	-7	8	5	16	9	6	-12	-9	-1	3
CCOC(=O)C(NC(=O)CC)(N1CCc2ccccc2C1)C(F)(F)F (configuration not stated)	20	0	-3	-4	-7	-7	3	1	-4	29	7
Clc1ccc2c(c1)nc1n2CCCC1	-15	-7	-16	-11	9	-3	-7	-15	-1	2	-1
CCC1(c2ccccc2)NC(=S)N(c2ccc(C)cc2)N1 (configuration not stated)	-28	-3	-26	-37	-29	12	-16	-59	-6	-23	-6
COc1ccc(S(=O)(=O)N2CCOCC2)cc1NC(=O)Cc1ccsc1	1	-6	-16	7	14	-15	-11	-5	-41	7	-4
CCc1ccc(S(=O)(=O)NC2CC(C)(C)NC(C)(C)C2)cc1	-3	-9	-11	3	-6	6	17	8	-2	2	-11
Cc1ccc(S(=O)(=O)Nc2cccc(C(=O)NCC(C)(C)N3CCOCC3)c2)cc1F	-9	-9	2	3	2	-9	-3	-20	3	9	9
CN(C)CCCn1c2c(c(SCC(=O)Nc3ccc4c(c3)OCCO4)nc1=O)CCC2	6	-6	-16	-11	-4	-3	-9	-40	-1	-13	2
CC[C@@]1(C(=O)OC)N[C@H](CN(C)S(=O)(=O)c2ccc(F)cc2)[C@@H]2C(=O)N(C)C(=O)[C@@H]21	-13	14	-4	0	7	-6	-16	-36	2	17	-3
COc1ccccc1C(=O)Nc1ccc(OCC(=O)N2CC(C)OC(C)C2)cc1 (configuration not stated)	-25	-7	-63	-52	-17	31	-45	-32	-2	-32	-8
Cc1c(Br)c([N+](=O)[O-])nn1C(C)C(=O)Nc1c(C)n(C)n(-c2ccccc2)c1=O (configuration not stated)	15	-9	-4	-5	6	-2	6	14	30	9	1
COc1ccc(CCNC(=O)COC(=O)/C=C/c2ccc3c(c2)OCO3)cc1	-23	5	13	-26	-26	-2	-22	0	-19	-2	-9
COc1ccc(OC)c(NC(=O)C23CCC(C)(C(=O)C2)C3(C)C)c1 (configuration not stated)	12	-2	-8	0	4	25	-17	0	-9	2	9
O=C(O)CC1(CC(=O)Nc2cccc(C(=O)O)c2)CCCC1	-4	-6	-11	-16	-6	7	-12	-4	8	-16	-7
COc1ccc(C2=NN(CCC(=O)NC3CCCCCC3)C(=O)CC2)cc1	5	-5	-8	-2	-5	10	2	-5	-5	-3	4
C[C@H](CO)N1C[C@H](C)[C@@H](CN(C)C(=O)Nc2ccc(C(F)(F)F)cc2)Oc2ccc(NS(=O)(=O)c3cn(C)cn3)cc2C1=O	-5	-2	3	-11	6	4	-4	3	0	-13	16
CCc1cc(C(=O)Nc2cc(S(=O)(=O)N3CCOCC3)ccc2N2CCN(CC)CC2)sc1C	16	4	-3	3	-13	4	1	21	0	9	-1
CCOC(=O)c1ccc(NC(=O)CSC(=S)N2CCOCC2)cc1	3	0	8	9	3	-4	-7	8	1	12	-1
COc1ccc(C(=O)NCCS(=O)(=O)NCc2ccc(C)cc2)cc1	-7	2	9	-5	3	-1	1	12	-3	6	-10
COC(=O)c1[nH]c(C)c(/C(O)=C2\C(=O)C(=O)N(CCN3CCOCC3)C2c2ccc(C)o2)c1C (configuration not stated)	24	-4	-2	-6	1	10	-6	13	3	4	2
Cc1cccc(C(=O)Nc2ccccc2C(=O)NCc2ccco2)c1	7	14	6	-14	1	12	-20	15	-2	-20	7
COc1ccc(C(=O)CC(=O)C(=O)Nc2ccc(C)cc2Cl)cc1	-3	-12	19	-14	52*	9	4	-27	7	-1	-10
Cc1ccccc1Nc1nc2ccccc2n1C(C)C	0	6	6	20	-8	-9	0	2	-2	-5	3
COC(=O)c1nnn(-c2nonc2N)c1CSCCO	3	-8	2	2	-2	0	-12	-4	-10	0	0
CC(C)Cc1nnc(NC(=O)CC(=O)Nc2ccccc2C(=O)O)s1	11	-7	2	-5	51*	-10	-5	-7	6	-5	-6
CCn1cc(CNC(=O)C2CCC(=O)N(Cc3ccccc3F)C2)cn1 (configuration not stated)	-8	7	-11	-11	-17	-5	-11	-9	-6	4	-2

Structures above shown as hits in TWEAK Fn14 block.
smiles | NCOA3 inh | NOD2 RIPK2 PPI | LRH-1 inv ag | TWEAK Fn14 block | SRC1 inh | SRC2 inh | LMP1 NFkB inh | NR2F2 inh | TLR9-MyD88 inh
COc1ccc(C(=O)CC(=O)C(=O)Nc2ccc(C)cc2Cl)cc1 | -3 | -12 | 19 | 52* | 4 | -27 | 7 | -1 | -10
CC(C)Cc1nnc(NC(=O)CC(=O)Nc2ccccc2C(=O)O)s1 | 11 | -7 | 2 | 51* | -5 | -7 | 6 | -5 | -6

Reprinted from above, 2 compounds:
SMILES	NCOA3 inh	NOD2 RIPK2 PPI	LRH-1 inv ag	TROY NFkB inh	TWEAK Fn14 block	C8 TRAIL sens	SRC1 inh	SRC2 inh	LMP1 NFkB inh	NR2F2 inh	TLR9-MyD88 inh
CC(C)Cc1nnc(NC(=O)CC(=O)Nc2ccccc2C(=O)O)s1	11	-7	2	-5	51*	-10	-5	-7	6	-5	-6
CCn1cc(CNC(=O)C2CCC(=O)N(Cc3ccccc3F)C2)cn1 (configuration not stated)	-8	7	-11	-11	-17	-5	-11	-9	-6	4	-2

(listing goes on)
SMILES	NCOA3 inh	NOD2 RIPK2 PPI	LRH-1 inv ag	TROY NFkB inh	TWEAK Fn14 block	C8 TRAIL sens	SRC1 inh	SRC2 inh	LMP1 NFkB inh	NR2F2 inh	TLR9-MyD88 inh
Cn1c(-c2ccccc2)cnc1N	-12	0	-38	-11	-15	-5	-29	-31	-7	-2	-11
Cn1cccc1CC(=O)N/N=C/c1ccc(Cl)c([N+](=O)[O-])c1	1	10	3	-10	-22	-24	10	15	-3	4	.
CC(C)(C)NC(=O)C(c1ccc(F)cc1)N(Cc1ccccc1Cl)C(=O)c1ccn[nH]1 (configuration not stated)	0	-4	5	-10	7	-1	7	-28	-7	-20	-7
CC(N=C1NS(=O)(=O)c2ccccc21)C(=O)NCCCc1ccccc1 (configuration not stated)	-10	3	6	-1	13	1	-22	10	-4	-13	-6
CCOC(=O)c1c(NC(=O)CN2C(=O)NC3(CCC(CC)CC3)C2=O)sc(C)c1-c1ccc(C)cc1 (configuration not stated)	-2	0	1	9	-40	-7	7	22	9	9	-7
N=C1C(c2ccccc2)=C(O)CN1c1ccccc1	-3	0	1	3	-16	3	11	25	-15	18	-10
CCOc1cc2c(c3c1C(c1ccccc1)N(S(=O)(=O)c1ccc(C)cc1)C3)C(=O)C=CC2=O (configuration not stated)	1	4	-10	16	33	10	-188	-1	.	0	.
O=C(C1CCCCC1C(=O)N1CCCCC1)N1CCCCC1 (configuration not stated)	-19	0	-6	12	2	-13	4	13	2	14	-4
COc1ccc(N(CC(=O)N2CCN(c3cc(C)ccc3C)CC2)S(=O)(=O)c2c(C)noc2C)cc1	9	-7	4	1	11	-11	7	25	5	-4	-1
CCn1c(NCc2cc(Br)ccc2NS(=O)(=O)c2ccc(C)cc2)nc2ccccc21	-25	-3	-7	-7	18	-10	-8	10	-5	3	-27
COc1ccc(C(=O)N2CC3(C)C4CCC3(C)C2(C#N)C4)cc1OC (configuration not stated)	3	-12	-9	-7	8	-5	-6	-17	6	-2	-6
CC(NCc1ccc(S(N)(=O)=O)cc1)C(=O)Nc1ccc([N+](=O)[O-])cc1Cl (configuration not stated)	-11	3	34	5	-13	3	0	-24	-6	-3	-13
Cn1c(NCc2ccccc2F)nc2cc(-c3cccc(C(F)(F)F)c3)sc2c1=O	-23	-2	3	-16	-4	-5	-8	-11	.	7	.
COc1ccc(-c2n[nH]c(=S)n2/N=C/C=C\c2ccccc2OC)cc1	-5	-7	9	22	32	-12	7	-13	2	10	6
O=C(Nc1cccnc1Cl)c1ccc(=O)oc1	3	1	-6	6	18	-9	1	-16	5	1	-4
Cn1cc(C(=O)NCc2ccc(F)cc2)cn1	5	-4	-12	-5	13	-6	2	14	1	-15	-7
CCCCNC(=O)NNC(=O)c1ccc(F)cc1	-3	0	-21	-21	-2	-7	4	4	3	-7	-3
COCC(C)n1c(C)cc(C(=O)CSc2nc3ccccc3c(=O)[nH]2)c1C (configuration not stated)	0	6	-17	7	35	14	-8	-2	5	28	3
C/C(=N\NC(=O)C1(C)CC1(Br)Br)c1cccc(NC(=O)C(C)(C)C)c1 (configuration not stated)	5	3	-9	11	6	-11	6	-23	-1	-9	-8
Cc1ccc(C(=O)NNC(=O)C(NC(=O)c2cccc(C)c2)C(C)C)cc1 (configuration not stated)	2	-2	-24	-21	-15	10	-3	18	5	-1	-4
COC(=O)C1=C(C)N(C)C(C)=C(C(=O)OC)C1c1ccc(F)c(Br)c1	18	2	-11	-30	4	4	14	-1	-10	11	-9
COc1cc(C(=O)NCC(=O)NC(C)CCc2ccccc2)cc(OC)c1OC (configuration not stated)	-21	-12	-4	7	0	23	-18	11	3	-3	-9
CCCCNC(=O)C1(C)CCCCN1Cc1ccccc1-c1ccccc1 (configuration not stated)	3	-1	7	11	0	26	13	16	.	14	.
CC(=O)OCc1cc2cc(C)ccc2[nH]c1=O	2	-3	10	-8	2	-7	4	16	9	-2	-1
CC[C@H](C)/C=C(C)/C=C/c1cc2c(cn1)C(=O)[C@@](C)(OC(C)=O)C(O)=C2Cl	-5	-17	-10	3	3	-9	-9	-33	.	-18	.
C[C@@H](CSc1ccc(Br)cc1)CN1CC[C@H](NC(=O)OCc2ccccc2)CCC1=O	6	-2	-3	35	40	3	3	-6	14	20	-1
CCN(CC)CCCNC(=O)CNC(=O)c1nn(-c2ccc(OC)cc2OC)c(=O)c2ccccc12	7	2	-13	-9	11	-10	-27	-9	4	-12	5
CN(CC(=O)Nc1ccc(F)cc1)C(=O)COC(=O)COc1ccc(C#N)cc1	15	1	-3	12	-4	7	-6	-20	0	12	-7
CCc1nnc(NC(=O)C2CC(=O)N(C3CCCCC3)C2)s1 (configuration not stated)	12	1	-8	3	-11	-4	-1	-7	-8	9	-7
C/C(=N/NS(=O)(=O)c1ccc(C)cc1)c1ccc2c(c1)OCO2	4	-5	-6	-4	-14	-7	-5	-20	3	-5	-4
COc1ccc(C)cc1NC(=O)CN(C)S(=O)(=O)c1cc(C)ccc1OC	18	-7	-3	10	-16	0	7	6	4	10	3
CCN(CC(=O)Nc1cccc(F)c1)CC(=O)Nc1ccccc1OC	-9	-1	-2	2	12	-9	4	17	1	-12	6
COc1ccc(N(CC(=O)Nc2cc(C)on2)S(=O)(=O)c2cc(C)ccc2C)cc1	6	-4	21	11	21	4	12	13	4	5	-4
COc1cc(SC)ccc1C(=O)N(C)CC(=O)Nc1cccc2ccccc12	-4	5	-12	-1	3	3	0	17	4	13	-7
